Screening results (PubChem BioAssay)
APP transl inh = APP translation inhibition; SH-SY5Y APP 5'UTR-luciferase reporter, luminescence; inhibition, % at 2 µM; hit rate 0.82% among 190,000; AID 1285;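 active means inhibition above a set limit, derived from the sample mean plus 3 SD, cut at about 45% in these data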; further: values of inactives mirror those of a sister screen read the other way
STAT1 act = STAT1 signaling activation | NIH 3T3 STAT1-luciferase reporter, IFN-gamma, luminescence; 100% = IFN-gamma alone, no compound | hit rate 2.6% among 200,000 | AID 932 | activation (% of control), % at 5.5 µM;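 active means activation above the screen-wide mean activation plus 3 SD, cut at about 130% in these data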;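 further: raw ratio to IFN-gamma control signal so 100% means no change and 0% no light; values of inactives mirror those of a sister screen read the other way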
Hsp70 act = switches on Hsp70 transcription; HeLa Hsp70 promoter luciferase reporter, luminescence; scaled: vehicle 0, proteasome-inhibitor control 100%; activation, % at 10 µM; hit rate 0.04% among 200,000; AID 1203;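 active means activation above the mean across all tested compounds plus 3 SD, cutoff set per campaign, cut at about 5.5% in these data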;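 further: 100% = MG132 at 30 µM as the positive control and 0% = DMSO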
FLuc inhib CS = Photinus pyralis luciferase inhibition counter-screen; P08659; ATPLite firefly luciferase biochemical luminescence, 10 min; inhibition, % at 10 µM; hit rate 1.5% among 200,000; AID 1006;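 active means inhibition above about 50% when tested at 10 µM, limit read from the data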
Target sequence (P08659 whole entry, looked up): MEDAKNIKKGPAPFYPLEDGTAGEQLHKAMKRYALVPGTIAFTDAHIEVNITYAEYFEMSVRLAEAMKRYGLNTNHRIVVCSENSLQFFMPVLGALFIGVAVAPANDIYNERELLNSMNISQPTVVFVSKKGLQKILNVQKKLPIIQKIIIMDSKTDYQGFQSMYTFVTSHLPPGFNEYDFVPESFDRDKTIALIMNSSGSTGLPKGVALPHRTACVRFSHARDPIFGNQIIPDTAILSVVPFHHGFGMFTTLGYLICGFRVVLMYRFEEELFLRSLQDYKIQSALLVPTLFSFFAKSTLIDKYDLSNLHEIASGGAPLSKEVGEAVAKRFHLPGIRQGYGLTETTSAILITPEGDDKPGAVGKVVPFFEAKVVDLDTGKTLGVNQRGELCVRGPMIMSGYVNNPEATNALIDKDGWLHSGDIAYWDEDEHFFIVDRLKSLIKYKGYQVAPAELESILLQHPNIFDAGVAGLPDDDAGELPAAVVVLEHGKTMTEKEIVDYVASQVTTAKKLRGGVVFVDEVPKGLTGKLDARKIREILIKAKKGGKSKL
APP 5'UTR act = activates APP 5'UTR luciferase reporter; SH-SY5Y APP 5'UTR luciferase reporter, luminescence; zero percent = DMSO vehicle wells; activation, % at 2 µM; hit rate 1% among 190,000; AID 1276;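 active means activation above a set limit, based on mean plus 3 SD of controls, cut at about 140% in these data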; further: values of inactives mirror those of a sister screen read the other way
Redox H2O2 prof = compounds producing H2O2 with reducing agent – biochemical, NIH compound library profiling, artefact control for MLSCN library redox annotation, primary screen; DTT-dependent redox cycling H2O2, phenol red/HRP absorbance; 100% = 100 µM peroxide control, 0% = buffer; activation, % at 10 µM; hit rate 0.03% among 200,000; AID 878;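 active means activation of at least 50% relative to the plate's high and low controls in the primary single-dose screen; inactive means activation below 50%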;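 further: compound incubated with DTT at 0.8 mM final as the reducing agent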
G6PDH counter = counter-screen for G6PDH assay hits: L. mesenteroides G6PDH inhibition; Purified L. mesenteroides G6PDH, diaphorase/resazurin coupled fluorescence, 45 min; inhibition, % at 5 µM; hit rate 0.12% among 200,000; AID 1020; in the data active means inhibition above about 50%
Efa HMGR inh = E. faecalis class II HMG-CoA reductase inhibition | purified E. faecalis HMGR, NADPH absorbance 340 nm kinetic | inhibition, % at 10 µM | hit rate 0.41% among 190,000;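 active means inhibition above a set limit, the median over all tested compounds plus 3 SD, cut at about 9.5% in these data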;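 further: enzyme runs in reverse so mevalonate oxidation gives rising NADPH absorbance; 0% = complete reaction with DMSO and 100% = background rate lacking mevalonate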
FLuc act counter = affects firefly luciferase, flagging false hits in luciferase stimulation screens. P08659. ATPlite luciferase biochemical, luminescence, 10 min; 0 = ATP-free wells, 1 = DMSO control. activation factor at 10 µM. 200,000 tested, under 10 active;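 active means luciferase activation factor, scaled between plate controls, of at least 2 with compound at 10 µM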
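Assay system: Luciferase/luciferin reagent mix; Medium: PBS as buffer for the ATP substrate; Dosing: test compounds dosed from 2 mM stocks in 100% DMSO; Times: 10 min, room temperature; Signal: luminescence from luciferase reaction; Read-out: luciferase activation; Controls: No-ATP low control, compound-free enzyme-plus-ATP high control.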
NF-kB expr up = NF-kB expression increase, human neuronal cells. fold change at 12.5 µM. hit rate 1.6% among 190,000. NF-kB reporter expression; active compounds read high; in the data active means fold change above about 3.3
* marks the source's active call; other numbers are inactive results; / = not tested or not shown.

Values run as follows: APP transl inh	STAT1 act	Hsp70 act	FLuc inhib CS	APP 5'UTR act	Redox H2O2 prof	G6PDH counter	Efa HMGR inh	FLuc act counter	NF-kB expr up
#1 Clc1ccc(SCCn2ccnc2)cc1
  8	95	-0.4	-6	-8	-0.8	-1	-8	1.1	1
#2 CCN(CC)CCNC(=O)Cn1nc(-c2ccc(C)cc2)ccc1=O
  5	106	-0.4	-6	-5	2.1	7	-3	1.1	1
#3 O=C1CCC(=O)c2oc3ccccc3c2N1
  6	96	-0.1	-12	-6	-0.7	6	4	1.1	0.81
#4 O=C(Nc1c(-c2ccccc2)nc2ccc(Cl)cn12)c1cccs1
  -10	109	-0.1	-4	10	0.1	-13	-5	1	0.83
#5 CCCC1S/C(=N/N=C/c2ccc(C)cc2)N(Cc2ccc(OC)cc2)C1=O (stereo unspecified)
  9	108	-0.5	-3	-9	2.9	24	2	1	0.93
#6 CN(Cc1cccs1)C(=O)COc1cccc(-n2cnnn2)c1
  -20	100	-0.3	-2	20	-0.2	7	3	1	1.2
#7 CC(C)(C)c1ccccc1NC(=O)Cn1cnc2cc([N+](=O)[O-])ccc2c1=O
  14	94	-0.2	-9	-14	-1.8	2	-9	1.1	0.52
#8 COc1cc(Br)c(CC(=O)O)cc1OC
  /	/	/	-3	/	/	7	-1	1	0.88
#9 CC1=NN(c2ccc(S(=O)(=O)O)cc2C)C(=O)C1
  -8	104	-0.1	-6	8	-0.6	10	1	1.1	1.2
#10 CCCCNC(=S)NNC(=O)c1ccco1
  -7	102	0.1	-4	7	-1.6	3	-5	1	1.2
#11 c1ccc(Cn2nnnc2-c2ccco2)cc1
  -6	96	-0.3	-4	6	-0.3	-16	-10	1	1.1
#12 N#CC1=C(N)N(c2ccccc2)C(c2cccc([N+](=O)[O-])c2)C1(C#N)C#N (stereo unspecified)
  12	101	-0.4	-5	-12	2.1	1	-4	1.1	0.93
#13 Cc1ccc(S(C)(=O)=O)cc1S(=O)(=O)Nc1cccc(Cl)c1
  -9	102	-0.2	-4	9	0.3	1	2	1	0.98
#14 Cc1ccc(Nc2nc(-c3ccc(O)c(O)c3)cs2)nc1
  6	136*	-0.5	19	-6	-1.2	24	0	0.8	9.4*
#15 CC(C)CC(NC(=O)C(NC(=O)OC(C)(C)C)C(C)C)C(N)=O (stereo unspecified)
  10	98	0.3	-2	-10	-0.6	9	-5	1	1.2
#16 Clc1ccc(Cn2cc(Br)cn2)cc1Cl
  -22	95	-0.4	-5	23	-0.6	-3	-3	1	0.95
#17 COc1ccc(-c2nc3nc(C)c(Cc4ccccc4)c(=O)n3[nH]2)cc1
  0	102	0.0	22	-1	-0.4	3	-1	0.8	1.1
#18 COc1cc2[nH]c(=O)n(CCCCCC(=O)N3CCN(c4ccccc4)CC3)c(=O)c2cc1OC
  -6	93	-0.3	-6	6	0.8	-34	-11	1.1	0.6
#19 Cc1ccc(-c2cc(C(=O)NCc3cnn(C)c3C)c3cc(Br)ccc3n2)cc1
  -5	96	-0.1	22	5	-5.0	-2	6	0.8	1.3
#20 COC(=O)c1cc(NS(=O)(=O)c2ccc(NCc3cccnc3)c([N+](=O)[O-])c2)cc(C(=O)OC)c1
  -12	113	0.0	-5	12	0.1	-20	1	1	1
#21 CO/N=C\CC(=O)Nc1ccc(Cl)cc1Cl
  1	106	0.1	3	-1	-0.3	8	-7	1	1.1
#22 O=C(Nc1ccc(S(=O)(=O)NC2CCCCC2)cc1)c1ccc(Br)o1
  1	94	-0.7	-4	-1	1.7	0	0	1	0.68
#23 Cn1c(C(=O)NCCN2CCOCC2)cc2c(=O)n(C)c3ccccc3c21
  31	98	-0.2	-5	-31	-0.6	10	-8	1.1	1.1
#24 O=C(O)CSc1nc2c(cnn2-c2ccccc2)c(=O)n1-c1ccc(Br)cc1
  24	103	-0.2	-5	-24	-0.6	0	-3	1	1.3
#25 COc1cccc(C(=O)/C=C/c2ccc(OCC#N)c(OC)c2)c1
  14	102	0.1	1	-14	-0.3	-8	2	1	1.4
#26 Cc1ccc2[nH]c(=O)c(N3CCOCC3)c(-c3ccccc3)c2c1
  -8	95	-0.6	-6	8	3.8	-33	-2	1.1	0.99
#27 CCOc1cc(/C=N\NC(=O)CC(=O)NCCc2ccccc2)ccc1O
  28	88	-0.4	-6	-29	0.0	7	3	1.1	1.1
#28 COC(=O)c1sc2[nH]c(=S)n(N)c(=O)c2c1C
  -19	109	-0.1	-2	19	0.2	9	-4	1	1.2
#29 Cc1cccc(NC2=NC3(CCCCC3)N=C(N)N2)c1C
  -7	103	-0.2	-7	7	0.1	-4	-3	1.1	1.2
#30 N#C/C(=C\c1ccc(-c2ccc(C(=O)O)cc2)o1)C(=O)NCC1CCCO1 (stereo unspecified)
  -22	108	-0.2	-2	22	4.2	-3	0	1	0.92

Overlap with the part before: three compounds, then new ones.
Values run as follows: APP transl inh	STAT1 act	Hsp70 act	FLuc inhib CS	APP 5'UTR act	Redox H2O2 prof	G6PDH counter	Efa HMGR inh	FLuc act counter	NF-kB expr up
#28 COC(=O)c1sc2[nH]c(=S)n(N)c(=O)c2c1C
  -19	109	-0.1	-2	19	0.2	9	-4	1	1.2
#29 Cc1cccc(NC2=NC3(CCCCC3)N=C(N)N2)c1C
  -7	103	-0.2	-7	7	0.1	-4	-3	1.1	1.2
#30 N#C/C(=C\c1ccc(-c2ccc(C(=O)O)cc2)o1)C(=O)NCC1CCCO1 (stereo unspecified)
  -22	108	-0.2	-2	22	4.2	-3	0	1	0.92
#31 O=C(NC1(C(F)(F)F)NC(=O)N(C2CCCC2)C1=O)C1CC1 (stereo unspecified)
  -22	96	-0.4	-6	22	0.9	-7	-3	1.1	1.2
#32 Cc1ccc(C)n1-c1c(C(=O)NN)cnn1-c1ccccc1
  -17	106	-0.2	-3	17	-1.9	12	1	1	1.2
#33 O=C(COS(=O)c1ccccc1)Nc1cc(Cl)ccc1N1CCOCC1 (stereo unspecified)
  17	94	-0.1	-8	-17	-1.6	13	-4	1.1	0.99
#34 CCC(C)Sc1nc2c(cnn2-c2ccccc2)c(=O)[nH]1 (stereo unspecified)
  24	106	-0.3	-2	-24	-1.3	8	-11	1	1.2
#35 CCC(C)(C(=O)NC1CCCC1)N(Cc1cccs1)C(=O)c1ccc2c(c1)OCO2 (stereo unspecified)
  -7	93	-0.2	0	7	-0.9	24	3	1	1
#36 O=C(NNC1CC(=O)N(c2ccc3c(c2)OCCO3)C1=O)c1ccc(Cl)cc1 (stereo unspecified)
  -15	94	-0.4	-4	15	-1.0	2	0	1	1
#37 CCCCc1c(C)[nH]c(C(=O)OCC)c1C
  -7	90	-0.5	-3	7	12	6	-5	1	2.2
#38 Cc1cccc(N2NC(=O)/C(=C/c3ccc(-c4ccc(Cl)c(C(=O)O)c4)o3)C2=O)c1
  -9	90	0.1	2	9	-0.7	6	-4	1	3.9*
#39 CCOC(=O)c1[nH]c(C)c(C(=O)OCCOc2cccc(C)c2)c1C
  1	107	-0.3	-3	-1	0.7	-13	2	1	1.1
#40 CC(C)(C)NC(=O)C(=O)N/N=C/c1cccs1
  -19	120	0.4	17	19	-5.1	12	-5	0.8	1.9
#41 COc1cccc(CNC(=O)CCS(=O)(=O)c2cccs2)c1
  13	99	0.8	-8	-13	2.0	4	-19	1.1	1.1
#42 O=C1c2cccc3c(Cl)ccc(c23)C(=O)N1O
  -6	84	0.1	0	6	0.5	20	2	1	0.84
#43 CCCCNc1cc(=O)n(C)c(=O)[nH]1
  2	108	-0.3	2	-2	-0.6	14	3	1	1.3
#44 COc1ccccc1OCCC(=O)OCC(=O)c1[nH]c(C)c(C(C)=O)c1C
  8	84	-0.4	-5	-8	-1.1	-3	4	1.1	0.9
#45 C=CC[n+]1c(-c2ccc(OC)c(OC)c2)csc1NNC(=O)Nc1ccccc1
  -17	86	-0.3	-2	17	1.0	8	-1	1	1.3
#46 COc1cc(OC)cc(C(=O)Nn2cc(C(=O)Nc3c(F)cccc3F)c3ccccc3c2=O)c1
  0	104	-0.2	-3	0	-0.4	0	1	1	0.88
#47 COc1ccc(/C=C(\NC(=O)/C=C/c2ccco2)C(=O)NCCc2nc3ccccc3[nH]2)cc1
  -3	102	0.0	-5	3	-0.2	9	-2	1	0.62
#48 COc1ccc(N(C(=O)c2ccc(C)cc2)S(=O)(=O)c2cccs2)cc1
  -4	96	-0.2	-5	4	0.1	11	-2	1.1	0.81
#49 CCOC(=O)C1CCN(C(=O)C(C)Oc2ccc(Br)cc2)CC1 (stereo unspecified)
  1	97	-0.3	-8	-1	0.0	5	-6	1.1	1.1
#50 CC1(C)Cc2c(c(-c3ccco3)nc3sc4c(NCC5CCCO5)ncnc4c23)CO1 (stereo unspecified)
  -12	106	-0.5	-3	13	0.7	-18	-5	1	0.79
#51 Nc1ccc(C(=O)Nc2ccc3nc(-c4ccncc4)[nH]c3c2)cc1
  -22	99	0.2	14	23	0.4	6	1	0.9	0.85
#52 Nc1nnc(SCc2cn3cc(Cl)ccc3n2)s1
  -41	127	-0.1	4	41	-1.4	6	-1	1	1.8
#53 O=C(CN1C(=O)NC2(CCCCC2)C1=O)Nc1ccc(F)cc1
  8	99	-0.2	-2	-8	-0.7	12	3	1	0.99
#54 Cc1cccc(NC(=S)NCc2ccco2)c1C
  18	109	-0.1	-2	-18	-0.1	-5	-3	1	1
#55 CC(CNC(=O)COc1ccccc1)OC(=O)Nc1cccc(Cl)c1 (stereo unspecified)
  11	98	-0.4	-2	-11	-0.4	14	-3	1	0.97
#56 CCn1c(SCC(=O)Nc2nc3ccc(OC)cc3s2)nnc1-c1ccoc1C
  -16	109	-0.1	30	16	1.7	10	-6	0.7	1.6
#57 CCOc1cc(/C=C2\C(=O)N(c3nc(-c4ccc(Br)cc4)cs3)N=C2c2ccccc2)ccc1O
  -6	98	0.2	-1	5	0.4	6	4	1	0.92
#58 CCCCNC(=S)NNC(=O)c1csc2ccccc12
  -44	112	0.1	-5	44	-0.2	5	/	1.1	1.6
#59 COC(=O)c1cc2c(ccn2-c2ccc(F)cc2)n1CC(=O)C(C)(C)C
  6	108	0.2	1	-6	-0.3	12	-3	1	0.89
#60 Cc1cccc2sc(NC(=O)C3c4ccccc4Oc4ccccc43)nc12
  4	97	0.1	-4	-4	1.3	2	1	1	0.68
#61 O=C(NCc1ccco1)c1ccc2c(=O)n(-c3ccccc3)c(=S)[nH]c2c1
  7	99	-0.3	-2	-7	-2.5	6	-5	1	1.1
#62 CN1CCN(c2ccccc2NC(=O)c2ccc(-c3ccccc3)cc2)CC1
  -6	106	-0.4	-8	6	-2.5	-44	-8	1.1	0.51
#63 CC(C)(C)NC(=O)CSc1nc(N)c(NC(=O)c2ccccc2F)c(=O)[nH]1
  12	106	0.0	-3	-12	1.6	2	-5	1	1.1
#64 CCOC(=O)N1CCN(Cc2ccccc2Cl)CC1
  -15	100	0.1	-7	15	0.1	15	-6	1.1	1.1
#65 CCCCc1nnc(NC(=O)C(C)Sc2nc(C)cc(=O)[nH]2)s1 (stereo unspecified)
  5	103	-0.3	-4	-5	-3.7	6	-3	1	1.4
#66 CCOc1ccccc1C(=O)NN1C(=O)CCC1=O
  -6	97	-0.2	-5	6	-0.6	8	-6	1.1	0.96
#67 CC1Cc2ccccc2N1C(=O)c1cnc2ccccn2c1=O (stereo unspecified)
  -3	100	-0.2	-3	3	0.0	-4	3	1	1.1
